Bioassay records as filed in PubChem BioAssay.
Giardia FBPA inh = inhibitors of Giardia lamblia fructose-1,6-bisphosphate aldolase. purified Giardia FBPA. 290,000 compounds, 0.71% hits. AID 2451. Potency, µM (titrated, usually from 59.6 µM), inactives show at the top dose activity, negative = inhibition, usual class: inhibitors. A8B2U2; further: potency means the concentration at half of the fitted maximal effect; on the % scale 0 is the no-effect control and ±100 the full control effect; nearly all actives have a fitted effect of over 55% in size
Target sequence (A8B2U2 whole entry, looked up): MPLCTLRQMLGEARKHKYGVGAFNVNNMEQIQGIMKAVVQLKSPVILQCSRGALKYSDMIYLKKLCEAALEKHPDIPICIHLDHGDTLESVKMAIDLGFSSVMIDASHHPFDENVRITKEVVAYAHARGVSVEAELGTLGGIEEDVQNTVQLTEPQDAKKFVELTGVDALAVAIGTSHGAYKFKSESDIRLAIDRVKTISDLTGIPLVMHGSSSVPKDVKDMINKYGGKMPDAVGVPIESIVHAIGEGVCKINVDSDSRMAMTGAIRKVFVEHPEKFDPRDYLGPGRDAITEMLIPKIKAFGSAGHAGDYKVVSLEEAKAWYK
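Giardia FBPA (40 nM reagent) was preincubated 10 min at RT with compound (up to 57.5 uM final), then substrate plus GAPDH/TPI/NAD/arsenate coupling system with diaphorase/resazurin was added; resorufin fluorescence (525/598 nm) was read after 20 min.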
Shiga toxin inh = blocks Shiga toxin action in Vero cells | 290,000 compounds, 9.2% hits | Vero cells, Shiga toxin protein synthesis inhibition reporter | inhibition, % at 38.7 µM; in the data active means inhibition mostly above about 28%, no sharp cut-off; inactive means mostly below about 43%; further: 0% is about no effect
Cycloheximide cs = counter-screen hit for Shiga toxin inhibitors, cycloheximide. cell reporter, cycloheximide protein synthesis inhibition counterscreen. max response, %. 300,000 compounds, 12% hits. AID 2314; in the data active means max response mostly above about 13%, no sharp cut-off; inactive means mostly below about 14%; further: read at 38.3 µM for the half of the compounds with a filed dose; 0% is about no effect
HCV inhibitor = inhibitors of hepatitis C virus infection; 340,000 compounds, 3.4% hits; AID 651820; Huh7.5.1 HCVcc-Cre infection, luciferase reporter, 44 h; Potency, µM (top dose mostly 41.8 µM), inactives show at the top dose activity change, negative = inhibition, hits mostly inhibitors; further: potency means the concentration at half of the fitted maximal effect; on the % scale 0 is the no-effect control and ±100 the full control effect
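Antiviral activity was scored by luciferase reporter output from cells infected with HCVcc-Cre (~0.5 moi) in presence of compound, 44 h infection period, cells seeded 1,000/well 4 h prior.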
Pf growth 96h = P. falciparum growth inhibition at 96 hour, primary screen for plastid delayed-death inhibitors; AID 504834; Potency, µM (top dose mostly 28.7 µM), for the others: at the highest dose activity change, negative = inhibition, hits mostly inhibitors; P. falciparum luciferase reporter growth, 96 h; 320,000 compounds, 6.9% hits; further: potency means the concentration at half of the fitted maximal effect; on the % scale 0 is the no-effect control and ±100 the full control effect
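Infected RBCs, 2% Hct / 0.05% parasitemia final; luciferase-reporter P. falciparum; cpd 96 h, 37 C, 5% CO2; luciferase detection reagent; luminescence.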
Pf growth 48h = inhibits P. falciparum growth in the first generation, 48 h | Potency, µM (top dose mostly 28.7 µM), without a hit: at the top dose activity change, negative = inhibition, usual class: inhibitors | P. falciparum luciferase growth in erythrocytes, 48 h | 310,000 compounds, 5.9% hits; further: potency means the concentration at half of the fitted maximal effect; on the % scale 0 is the no-effect control and ±100 the full control effect
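Luciferase-expressing parasites in RBCs, 2% Hct / 0.1% parasitemia final; RPMI 1640 + 0.5% Albumax; 37 C, 5% CO2, one generation; luminescence read-out, lower signal = inhibition.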
The depositor's hits bear a star; u = inconclusive; x = no result given; & = joins results of further samples; ! = a repeat was not active; [ ] = another dose, or the depositor's remark. Unless noted, the call rests on the fitted dose curve; in most records, active means well fitted curve in the direction sought with a large enough effect; inconclusive means small, poorly fitted or top-dose-only effect, or another doubt; inactive means no such curve, though single readings can be large; an effect the other way counts as inactive or inconclusive.

The opening 15 records (preview)
SMILES	Giardia FBPA inh	Shiga toxin inh	Cycloheximide cs	HCV inhibitor	Pf growth 96h	Pf growth 48h
N[C@@H](Cc1ccc(N(CCCl)CCCl)cc1)C(=O)O	x	x	x	u	9.5µM*!	u
CCc1ccc(C(=O)NNC(=O)C2CC(=O)N(Cc3ccccc3)C2)cc1 (stereo unspecified)	x	x	x	u	22%	-5%
CSCCC(NS(=O)(=O)/C=C/c1ccccc1)C(=O)O (stereo unspecified)	0%	-8	-1	-4%	59%[activator]	-4%
NC(=Nc1ccccc1)Nc1ccccc1	-10%	-11	-2	u	u	-1%&-13%
OCCCc1cn(Cc2ccccc2)c2ccccc12	-6%	-5	-4	-1%	0%	u
COc1ccc(CNC(=O)CCCCCNc2nc(=S)[nH]c3ccccc23)cc1	0%	39	5	u	u	u
CN(Cc1nc(-c2ccc(Cl)cc2)no1)C(=O)c1ccc2c(c1)OCO2	x	x	x	14%	-17%	5%
O=C(COC(=O)c1cc([N+](=O)[O-])ccc1NCCO)c1ccc(Cl)cc1	-1%	-6	-2	u	u	u
COc1ccccc1C(=O)COC(=O)Cn1[nH]c(=O)c2ccccc2c1=O	x	x	x	-11%	-2%	8%
CCOC(=O)N1CCC(c2cc(=O)n3[nH]cc(C(=O)OC)c3n2)CC1	-8%	-1	-2	7%	u	-1%
COc1ccccc1C1(O)CCN(CC(=O)Nc2c(C)nn(C)c2C)CC1	-15%	19	-2	0%	u	u
CO/N=C/Cc1c([N+](=O)[O-])c(C)nn1C	-1%	-7	6	12%	-1%	5%
Brc1nc(Br)n(Cc2ccccc2)n1	2%	-9	0	17%	u	-3%
CCNc1nc(NCC)nc(Oc2ccc(OCC)nn2)n1	2%	18	-2	4%	24%	-1%
Cc1cc(NC(=O)CCC(=O)N(c2cccc(F)c2)C(C(=O)NC2CCCC2)c2ccncc2)no1 (stereo unspecified)	3%	20	-8	-17%	x	-28%

Results, from the start:
SMILES	Giardia FBPA inh	Shiga toxin inh	Cycloheximide cs	HCV inhibitor	Pf growth 96h	Pf growth 48h
N[C@@H](Cc1ccc(N(CCCl)CCCl)cc1)C(=O)O	x	x	x	u	9.5µM*!	u
CCc1ccc(C(=O)NNC(=O)C2CC(=O)N(Cc3ccccc3)C2)cc1 (stereo unspecified)	x	x	x	u	22%	-5%
CSCCC(NS(=O)(=O)/C=C/c1ccccc1)C(=O)O (stereo unspecified)	0%	-8	-1	-4%	59%[activator]	-4%
NC(=Nc1ccccc1)Nc1ccccc1	-10%	-11	-2	u	u	-1%&-13%
OCCCc1cn(Cc2ccccc2)c2ccccc12	-6%	-5	-4	-1%	0%	u
COc1ccc(CNC(=O)CCCCCNc2nc(=S)[nH]c3ccccc23)cc1	0%	39	5	u	u	u
CN(Cc1nc(-c2ccc(Cl)cc2)no1)C(=O)c1ccc2c(c1)OCO2	x	x	x	14%	-17%	5%
O=C(COC(=O)c1cc([N+](=O)[O-])ccc1NCCO)c1ccc(Cl)cc1	-1%	-6	-2	u	u	u
COc1ccccc1C(=O)COC(=O)Cn1[nH]c(=O)c2ccccc2c1=O	x	x	x	-11%	-2%	8%
CCOC(=O)N1CCC(c2cc(=O)n3[nH]cc(C(=O)OC)c3n2)CC1	-8%	-1	-2	7%	u	-1%
COc1ccccc1C1(O)CCN(CC(=O)Nc2c(C)nn(C)c2C)CC1	-15%	19	-2	0%	u	u
CO/N=C/Cc1c([N+](=O)[O-])c(C)nn1C	-1%	-7	6	12%	-1%	5%
Brc1nc(Br)n(Cc2ccccc2)n1	2%	-9	0	17%	u	-3%
CCNc1nc(NCC)nc(Oc2ccc(OCC)nn2)n1	2%	18	-2	4%	24%	-1%
Cc1cc(NC(=O)CCC(=O)N(c2cccc(F)c2)C(C(=O)NC2CCCC2)c2ccncc2)no1 (stereo unspecified)	3%	20	-8	-17%	x	-28%

Whole records, quoted from the list. Order of screens: Giardia FBPA inh | Shiga toxin inh | Cycloheximide cs | HCV inhibitor | Pf growth 96h | Pf growth 48h
CO/N=C/Cc1c([N+](=O)[O-])c(C)nn1C is entered as -1% | -7 | 6 | 12% | -1% | 5%
Cc1cc(NC(=O)CCC(=O)N(c2cccc(F)c2)C(C(=O)NC2CCCC2)c2ccncc2)no1 (stereo unspecified) is entered as 3% | 20 | -8 | -17% | x | -28%

(list continues)
SMILES	Giardia FBPA inh	Shiga toxin inh	Cycloheximide cs	HCV inhibitor	Pf growth 96h	Pf growth 48h
CCc1ccc2[nH]c3nc(SCc4nnc(-c5ccccc5)o4)nnc3c2c1	-2%	-22	1	21%	u	10%
CN(C)/C=C(/C(=O)c1ccc(Cl)cc1)S(=O)(=O)c1ccc(Cl)cc1	15%	37	-3	18%	-1%	6%
Cc1ccc(S(=O)(=O)NCC(=O)OCC(=O)NCc2ccc(F)cc2)cc1	7%	-17	-3	-8%	-36%[5.75 µM]	-24%
O=C(CN1CCCCCC1)NN(Cc1ccccc1)c1ccccc1	u	-13	-1	1%	2%	7%
COc1ccc(C(=O)Oc2ccc(C(=S)N3CCCC3)cc2)cc1OC	9%	-3	1	7%	32%[activator]	-6%
CC(C)(C)c1ccc(C(=O)NCCC(=O)N2CCCC2)cc1	1%	96*	40*	-17%	150%[activator]	143%[activator]
Oc1ccccc1N1CCN(C(=S)NCc2ccccc2)CC1	-11%	77*	32*	-13%	-9%	-5%
CC(=O)NCCNC(=O)c1ccc(-n2c(C)ccc2C)cc1	1%	-9	8	-12%	u	-27%
Cc1ccccc1Cn1cc(NC(=O)c2nn(C)cc2Cl)cn1	12%	28*	17	-1%	-29%	36%[activator]
CCOc1cc(NC(=S)NCc2ccco2)c(OCC)cc1NC(=O)CC	-16%	-3	-2	-8%	33%[activator]	-4%
CC(OC(=O)CC1CCCC1)C(=O)Nc1ccc(S(N)(=O)=O)cc1 (stereo unspecified)	x	x	x	9%	15%	4%
c1cncc(Nc2nc(-c3ccncc3)cs2)c1	4%	-5	1	u	x	-8%
Cc1nnc(SCc2cc([N+](=O)[O-])cc3c2OCOC3)[nH]c1=O	0%	16	-1	-10%	6%	u
CC1=C(C(=O)c2ccccc2)C(c2ccc(OC(F)F)cc2)NC(=S)N1 (stereo unspecified)	0%	-15	-3	u	u	u
Cc1ccc(SCC(=O)Nc2ccc(N3CCOCC3)cc2)cc1	1%	-1	-1	3%	19%	8%
Cc1ccc(-c2nc(Cl)nc3ccccc23)cc1	5%	4	11	11%	369%[activator]	u
O=C(CCCOc1ccc(Cl)cc1)Nc1cccc(C(=O)O)c1	10%	18	-1	5%	u	10%
COc1ccc(Cn2nnnc2C(C(C)C)N(Cc2ccco2)Cc2cccs2)cc1 (stereo unspecified)	3%	44*	8	u	79%[activator]	u
COC(=O)CC(NC(=O)Nc1ccc(C)cc1)c1cccc([N+](=O)[O-])c1 (stereo unspecified)	-9%	19	5	9%	8%	3%
CC1CCCN(c2nc3ccccc3nc2C(C#N)S(=O)(=O)c2ccccc2)C1 (stereo unspecified)	-14%	21	13	-26%	37%[activator]	32%[activator]
CC(=O)c1cccc(N(C(=O)c2ccccn2)C(C(=O)NC2CCCCC2)c2cccs2)c1 (stereo unspecified)	-3%	16	0	13%	1.7µM*	2.6µM*
CCCCN(C(=O)/C=C/c1ccco1)c1c(N)n(CCC)c(=O)[nH]c1=O	6%	33	8	1%	0%	u
CCc1nnc(NS(=O)(=O)c2ccc(N=Cc3c(C)[nH]n(-c4ccc(C)cc4)c3=O)cc2)s1	3%	14	-1	20%	9%	1%
Cc1ccc(C)c(OC(=O)c2cncc(Br)c2)c1	4%	12	-2	21%	1%	4%
Cc1c(NC(=O)CSc2nccn2C)c(=O)n(-c2ccccc2)n1C	-7%	-28	-9	2%	x	16%
CN(CC(=O)NC(=O)NCc1ccco1)Cc1nc2ccccc2c(=O)[nH]1	u	-8	-2	-7%	15%[5.75 µM]	-6%
Cn1c(=O)[nH]c2c(Cl)nccc21	-4%	-11	-3	19%	54%[activator]	46%[activator]
CCOC(=O)C1=C(CC)Nc2ccccc2N=C1NC(=O)c1ccc(S(=O)(=O)N2CCOCC2)cc1	-5%	-6	-3	-25%	15µM*	u
Cc1cccc(NC(=S)NNC(=O)Cc2ccccc2)c1	9%	-10	-6	19%	-3%	3%
CCCCN(Cc1ccccc1)C(=O)C1CCCN(S(=O)(=O)c2cnc[nH]2)C1 (stereo unspecified)	4%	9	5	-24%	u	x
CC(=O)NCC(c1cccs1)S(=O)(=O)c1ccc(F)cc1 (stereo unspecified)	x	14	3	25%	u	3%
O=C(Nc1ccc(Br)cc1)C1CCCN1S(=O)(=O)c1cccs1 (stereo unspecified)	4%	3	-4	u	3.7µM*	x
CCn1c(SCC(N)=O)nc2cc(S(=O)(=O)N3CCOCC3)ccc21	1%	23	-5	4%	2%	0%
COC(=O)c1ccc(OCC(O)CN(CC(C)C)CC(C)C)cc1 (stereo unspecified)	7%	-20	-3	3%	u	13µM*
CCCNC(=O)c1oc2ccc3c(c2c1C)C(O)CC(C)(C)O3 (stereo unspecified)	5%	40	10	-2%	-1%	27%
CC(C)Oc1ccc(CCC(=O)N/N=C/c2ccncc2)cc1	3%	-6	-1	-17%	7%	-10%
CC(CCc1ccc(O)cc1)NC1C2CC3CC(C2)CC1C3 (stereo unspecified)	0%	-10	-1	-1%	-86%	13µM*
CCN(CC(=O)Nc1c(F)cccc1F)C(=O)CNC(=O)c1cccc(C)c1	-4%	-8	-2	-8%	29%	27%
Cc1ccccc1Cn1c(=O)n(CCCC(=O)NCc2ccco2)c(=O)c2sccc21	-1%	2	12	-9%	-12%	x
Cc1ccccc1-c1ccc(Nc2ccc(C(=O)N3CCOCC3)cc2)nn1	13%	-14	8	x	x	-30%
CCOc1ccccc1NC(=O)C(=O)/C=C(\O)c1cc(OC)ccc1OC	-23%	-8	-2	-8%	117%[activator]	x
O=C(CCN1C(=O)C2C3C=CC(C3)C2C1=O)NCCc1ccccc1Cl (stereo unspecified)	5%	28*	14*	22%	-28%	19%
O=C(NC(=O)c1cccc(OC(F)(F)C(F)F)c1)OC1CCS(=O)(=O)C1 (stereo unspecified)	2%	14	-1	-26%	x	-10%
CCCC(=O)N1CCN(c2nc3ccccc3s2)CC1	-2%	42*	42*	u	268%[activator]	21%
O=[N+]([O-])c1cccc(S(=O)(=O)NCc2ccncc2)c1	7%	-10	-3	13µM*	50%[activator]	34%[activator]
CCc1ccc(C2=NN(CCC(=O)NC(C)CCc3ccccc3)C(=O)CC2)cc1 (stereo unspecified)	6%	-18	-5	6%	1%	u
Cc1nnc(Nc2ccccc2F)s1	-2%	23	14	14%	4%	37%[activator]
O=C(CSc1ccccc1)Nc1nnc(COc2ccc(Cl)cc2)s1	-13%	61*	65*	6%	52%[activator]	1%
CCOc1ccc(C(=O)/C=C/c2ccc(SC)cc2)cc1	-8%	2	19	u	u	-8%
CCCn1c(N)c(C(=O)CN(C)CC(=O)Nc2cccc(F)c2)c(=O)[nH]c1=O	x	x	x	-9%	u	u
CC(=O)c1c(NCCc2ccccc2)cc(C)oc1=O	0%	-11	-3	-8%	x	u
OCCNc1nc(NCc2ccccc2)c2ccccc2n1	-28%	-5	-1	-26%	12µM*	u
CCN(Cc1ccccc1)C(=O)CN1C(=O)COc2ccc(S(=O)(=O)N3CCCCCC3)cc21	0%	-11	4	-11%	u	10µM*
Cc1ccc(Nc2ccccc2N)cc1	-11%	46	33*	u	u	16%
O=C(N[C@@H](Cc1c[nH]c2ccccc12)C(=O)O)C1CCN(S(=O)(=O)c2ccc(Cl)cc2)CC1	5%	3	-3	0%	36%[activator]	26%
CCC1(C)Cc2ccccc2-c2nc3n(c(=O)c21)CCCCC3 (stereo unspecified)	-2%	-13	-2	-12%	23%	-5%
